# PrPC surface inh – inhibitors of human cell surface prion protein PrPC, primary screen, cell-based, TR-FRET. Major prion protein (Homo sapiens), P04156. 0.43% of 370,000 active. TR-FRET read-out. inhibition, % at 13.8 µM; in the data active = inhibition above about 24%; also: 0% = median of the test wells and 100% = reference compound wells
# FadD28 binding – inhibitors of FadD28 bisubstrate probe binding, primary screen, biochemical, fluorescence polarization, single point; Mycobacterium tuberculosis FadD28 fatty-acid-AMP ligase; inhibition, % at 12.5 µM; 0.22% of 360,000 active; in the data active = inhibition above about 8.5%, passing the limit was not always enough; inconclusive = no clear call, values can overlap the other calls
# BoNT-A LC inh2 – BoNT/A light chain protease inhibitors, primary screen, biochemical, flow cytometry, MLPCN library | 0.17% of 360,000 active | multiplex microsphere protease substrate cleavage | inhibition, % at 10 µM | Botulinum neurotoxin type A light chain protease (Clostridium botulinum A str. ATCC 3502); in the data active = inhibition above about 30%; inconclusive = no clear call, values can overlap the other calls; also: plate controls were buffer without enzyme for full effect and enzyme alone for no effect
# GDH-TPI counter – GDH-TPI coupling enzyme inhibitors, primary screen, artefact control for M. tuberculosis FBA inhibitor project, biochemical, absorbance, full deck; GDH-TPI coupled enzyme counterscreen, NADH absorbance; inhibition, % at 4.8 µM; 1.2% of 360,000 active; AID 588335, 2011;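 also: 0% = DMSO wells and 100% = wells lacking the enzyme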
# BioA inh – M. tuberculosis BioA enzyme inhibitors, primary screen, biochemical, plate reader, single point, HTS; purified M. tuberculosis BioA enzyme; inhibition, % at 9.99 µM; 0.096% of 360,000 active; AID 602481, 2012; in the data active = inhibition above about 40%; inconclusive = no clear call, values can overlap the other calls
# BoNT-F LC inh – BoNT/F light chain protease inhibitors, primary screen, biochemical, flow cytometry, MLPCN library. 0.22% of 360,000 active. Botulinum neurotoxin type F light chain protease (Clostridium botulinum). Multiplex microsphere protease cleavage assay. AID 588497, 2011. inhibition, % at 10 µM; in the data active = inhibition above about 35%, passing the limit was not always enough; inconclusive = no clear call, values can overlap the other calls; also: plate controls were buffer without enzyme for full effect and enzyme alone for no effect
# CCHFV vOTU inh – CCHFV vOTU protease inhibitors, primary screen, biochemical, Pep-AMC substrate, fluorescence. inhibition, % at 11.5 µM. 0.55% of 370,000 active; also: 0% = vehicle wells with enzyme and 100% = no enzyme wells
# UGM FP inh – M. tuberculosis UGM enzyme inhibitors, primary screen, biochemical, fluorescence polarization, single point. purified UGM, fluorescence polarization probe displacement. 0.06% of 320,000 active. UDP-galactopyranose mutase (Mycobacterium tuberculosis (strain ATCC 25618 / H37Rv)), …. inhibition, % at 10 µM; in the data active = inhibition above about 10%, passing the limit was not always enough; inconclusive = no clear call, values can overlap the other calls
# Target sequence (P9WIQ1 whole entry, looked up): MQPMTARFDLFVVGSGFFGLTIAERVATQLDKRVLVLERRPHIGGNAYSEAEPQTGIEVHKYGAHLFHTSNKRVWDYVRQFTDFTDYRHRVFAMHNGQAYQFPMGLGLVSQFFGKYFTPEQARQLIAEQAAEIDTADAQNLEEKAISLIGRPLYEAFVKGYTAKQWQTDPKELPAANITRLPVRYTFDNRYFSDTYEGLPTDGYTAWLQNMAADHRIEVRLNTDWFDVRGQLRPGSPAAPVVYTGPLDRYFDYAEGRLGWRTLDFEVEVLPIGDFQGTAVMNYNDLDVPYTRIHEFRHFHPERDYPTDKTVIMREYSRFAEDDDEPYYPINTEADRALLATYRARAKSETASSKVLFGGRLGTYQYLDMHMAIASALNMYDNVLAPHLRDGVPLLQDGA
# FBA Mtb inh – Mtb FBA enzyme inhibitors, primary screen, biochemical, fluorescence, strain H37Rv | inhibition, % at 1 µM | purified M. tuberculosis FBA, fluorescence read-out | 2.3% of 360,000 active | Fructose-bisphosphate aldolase (Mycobacterium tuberculosis (strain ATCC 25618 / H37Rv)), …; in the data active = inhibition above about 27%;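 also: 0% = vehicle and 100% = reference inhibitor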
# Target sequence (P9WQA3 whole entry, looked up): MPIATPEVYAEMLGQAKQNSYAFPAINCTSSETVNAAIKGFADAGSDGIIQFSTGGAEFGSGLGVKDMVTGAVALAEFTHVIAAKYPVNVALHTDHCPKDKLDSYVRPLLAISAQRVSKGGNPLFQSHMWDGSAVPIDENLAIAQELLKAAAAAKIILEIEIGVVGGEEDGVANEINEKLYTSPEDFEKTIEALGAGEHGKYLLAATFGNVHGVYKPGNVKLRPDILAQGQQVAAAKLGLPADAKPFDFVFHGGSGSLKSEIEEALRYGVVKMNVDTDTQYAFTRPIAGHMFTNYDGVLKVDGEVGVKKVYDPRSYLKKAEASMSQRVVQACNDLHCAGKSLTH
# * = called active by the depositor; u = inconclusive; x = not tested or not shown; & = joins results of further samples. Rule as the data show it, unless noted: active = inhibition above about 30%; inactive = the rest. Outcome played no part in choosing rows (roughly 4.8% active in at least one column).
nr	Structure	PrPC surface inh	FadD28 binding	BoNT-A LC inh2	GDH-TPI counter	BioA inh
1	CCC(C)Oc1nc(C)cc(C)c1S(=O)(=O)c1ccccc1C (configuration not stated)	-3	-3.2	-0.1	-3	0.6
2	CCCc1n[nH]c(=O)c2c1nnn2Cc1ccccc1	-2	0.2	-3.0	1	x
3	Cc1cc(C)c(C)c(S(=O)(=O)Nc2ccccc2C(=O)NCCCn2ccnc2)c1C	2	-1.4	-0.2	20	-0.4
4	COc1cccc(NC(=O)CN(C)C(=O)c2cc3c(s2)CCCCC3)c1	-2	13*	6.1	-3	-0.2
5	COc1cccc(C(=O)Nc2cccc3cccnc23)c1OC	x	-0.8	-0.4	6	-1.3
6	CCOC(=O)C1=CN(Cc2cccc(F)c2)S(=O)(=O)N(C)C1c1ccc(C(F)(F)F)cc1 (configuration not stated)	7	-3.1	-0.6	11	0.8
7	Cc1ncsc1CCC(=O)N1CCCC(C(=O)c2ccc3c(c2)OCO3)C1 (configuration not stated)	0	-4.7	-0.1	-1	0.7
8	Cc1noc(C)c1NC(=O)N(C)C[C@@H]1Oc2c(NC(=O)NC(C)C)cccc2C(=O)N([C@@H](C)CO)C[C@@H]1C	2	-1.0	0.0	-1	16&0.6
9	CCCN1Cc2cccc(C(=O)NCCc3cccc(C)c3)c2C1=O	9	0.2	-1.9	2	1.4
10	CCOc1ccc(S(=O)(=O)NC(C)C)cc1C(N)=O	8	-3.2	-0.7	10	x
11	CCOC(=O)C1=C(C)Nc2ccccc2N=C1NC(=O)C(CC)c1ccccc1 (configuration not stated)	10	0.0	0.0	2	x
12	O=C(Cn1nnc(-c2ccccc2F)n1)N1CCCCC1	2	-1.6	u	20	0.5

nr	BoNT-F LC inh	CCHFV vOTU inh	UGM FP inh	FBA Mtb inh
1	4	1	-1.6	-1
2	-10	-1	2.4	-4
3	-3	5	x	10
4	7	4	0.9	-1
5	u	x	0.8	0
6	-6	13	x	-2
7	-4	7	-0.9	-2
8	-2	17	1.0	3
9	-25	0	-0.5	0
10	-3	6	-0.1	1
11	-5	3	-1.3	-2
12	u	-4	-0.4	0

# The final four records of the section before lead into the next:
nr	Structure	PrPC surface inh	FadD28 binding	BoNT-A LC inh2	GDH-TPI counter	BioA inh
9	CCCN1Cc2cccc(C(=O)NCCc3cccc(C)c3)c2C1=O	9	0.2	-1.9	2	1.4
10	CCOc1ccc(S(=O)(=O)NC(C)C)cc1C(N)=O	8	-3.2	-0.7	10	x
11	CCOC(=O)C1=C(C)Nc2ccccc2N=C1NC(=O)C(CC)c1ccccc1 (configuration not stated)	10	0.0	0.0	2	x
12	O=C(Cn1nnc(-c2ccccc2F)n1)N1CCCCC1	2	-1.6	u	20	0.5
13	CC(C)C(C(=O)NCC1CCCO1)N(Cc1cccs1)C(=O)CNS(=O)(=O)c1ccccc1 (configuration not stated)	4	-0.7	0.2	-1	x
14	COc1ccc(C)cc1NC(=O)CCN1CCCC1	0	-1.7	1.1	14	1.0
15	COc1ccc(S(=O)(=O)N2CCCN(CC(=O)Nc3ccc4c(c3)OCO4)CC2)cc1	2	-1.0	1.1	7	0.4
16	CN(CC(=O)Nc1cccc(F)c1)C(=O)CCNC(=O)c1ccc(Br)cc1	3	-4.5	0.4	-3	2.6
17	CCC1=NN(C(=O)COc2ccccc2)C(O)(c2ccncc2)C1 (configuration not stated)	5	-2.2	-0.3	5	-2.0
18	CCOC(=O)Nc1ccc2c(c1)N(C(=O)CCN(CC)CC)c1ccccc1CC2	-12	-0.4	0.7	6	0.9
19	O=c1ccn(-c2ccccc2)[nH]1	3	-5.2	-0.8	-5	0.2
20	CC1=NN(C(=O)Cc2ccc([N+](=O)[O-])cc2)C(O)(c2cccnc2)C1 (configuration not stated)	-16	1.6	-0.9	12	-0.1
21	COc1ccccc1NC(=O)Cn1cc(C(=O)C2CC2)c2ccccc21	18	0.1	x	8	-2.1
22	O=C(O)c1cc([N+](=O)[O-])c(N2CCCC2)c([N+](=O)[O-])c1	-1	-3.0	-0.1	5	0.7
23	Cn1cc(C(c2ccccc2OCC(=O)O)c2cn(C)c3ccccc23)c2ccccc21	8	0.0	-1.0	2	-0.9
24	Cc1ccc(C)c2nc(Cl)c(C#N)cc12	-1	-0.3	0.6	1	0.5

nr	BoNT-F LC inh	CCHFV vOTU inh	UGM FP inh	FBA Mtb inh
9	-25	0	-0.5	0
10	-3	6	-0.1	1
11	-5	3	-1.3	-2
12	u	-4	-0.4	0
13	-4	-6	0.9	-4
14	9	0	-2.0	3
15	-23	6	-1.1	-4
16	6	-1	-2.8	-1
17	0	-5	-4.1	7
18	-13	-3	0.9	2
19	0	5	-1.4	-1
20	1	-8	1.1	0
21	x	7	-1.4	2
22	-1	-1	4.9	-20
23	-4	3	2.7	2
24	2	-5	2.7	8

# (continued)
nr	Structure	PrPC surface inh	FadD28 binding	BoNT-A LC inh2	GDH-TPI counter	BioA inh
25	CN(CCOc1ccccc1)C(=O)c1ccc2c(=O)n3c(nc2c1)CCC3	6	-0.2	-6.2	2	-0.9
26	O=C(COc1ccc([N+](=O)[O-])cc1)NC(=O)NC1CCS(=O)(=O)C1 (configuration not stated)	-5	-1.0	-1.9	11	x
27	Cc1cc(NC(=O)CCC(=O)N(Cc2ccco2)C(C(=O)NCC2CCCO2)c2ccncc2)no1 (configuration not stated)	-6	-1.5	-0.2	-1	x
28	Cc1ccc(S(=O)(=O)N(C)c2ccc(C(=O)Nc3ccccc3C(=O)N3CCOCC3)cc2)cc1	-4	-1.3	0.6	6	0.7
29	Cc1cc(C)n(CCCN2CCC(C(=O)Nc3cccc(-c4cccc(F)c4)c3)CC2)n1	-21	-5.8	-3.3	-4	0.7
30	O=C(c1cc2ccccn2n1)N1CCN(c2ccccn2)CC1	0	1.1	-0.5	0	-0.8
31	O=[N+]([O-])c1cccc(NN=Nc2ccccc2)c1	-10	0.0	-2.8	16	1.3
32	Nc1c(C(=O)Nc2ccc(Br)cc2)sc2nc(-c3ccco3)ccc12	4	-4.0	24	22	-0.5
33	CC(C)(C)OC(=O)N1CCC(c2cc(-c3cccs3)n[nH]2)CC1	10	-4.8	-0.1	-3	1.6
34	CSc1nnc(CCNC(=O)OC(C)(C)C)o1	4	-3.9	-2.4	0	-1.4
35	O=C1c2cccc3cccc(c23)C(=O)N1CCCN(C(=O)c1cccs1)c1cccc(F)c1	-4	-5.2	0.7	1	0.3
36	COc1ccc(N(CC(=O)NC2CCCC2)C(=O)CCC(=O)Nc2cc(C)on2)c(OC)c1	-4	-2.6	-5.0	-6	-0.2

nr	BoNT-F LC inh	CCHFV vOTU inh	UGM FP inh	FBA Mtb inh
25	3	1	-0.2	-1
26	10	5	x	0
27	-4	3	-0.9	-2
28	6	15	2.1	1
29	-12	13	2.2	-1
30	-6	0	0.8	0
31	-8	24	-2.6	-1
32	5	-20	-0.8	12
33	-2	16	-0.9	1
34	u	3	3.0	1
35	1	1	-1.2	-2
36	-94	2	3.7	-3

# Random excerpt: two records from the list
nr	Structure	PrPC surface inh	FadD28 binding	BoNT-A LC inh2	GDH-TPI counter	BioA inh
33	CC(C)(C)OC(=O)N1CCC(c2cc(-c3cccs3)n[nH]2)CC1	10	-4.8	-0.1	-3	1.6
30	O=C(c1cc2ccccn2n1)N1CCN(c2ccccn2)CC1	0	1.1	-0.5	0	-0.8

nr	BoNT-F LC inh	CCHFV vOTU inh	UGM FP inh	FBA Mtb inh
33	-2	16	-0.9	1
30	-6	0	0.8	0

# (more compounds)
nr	Structure	PrPC surface inh	FadD28 binding	BoNT-A LC inh2	GDH-TPI counter	BioA inh
37	Cc1oc(-c2ccc(Cl)cc2)nc1CN1CCCN(C(=O)c2ccco2)CC1	-4	-4.3	-1.2	-8	3.1
38	O=C(NCc1ccc(-c2csnn2)cc1)c1cc(Cl)cc(Cl)c1	-8	-0.2	1.5	-2	x
39	COC(=O)c1sccc1NC(=O)c1c(F)c(F)c(F)c(F)c1F	8	0.4	1.3	8	-1.1
40	CCSc1ncc(Cl)c(C(=O)Nc2ccccc2)n1	1	0.9	-0.7	9	x
41	COc1ccc(-n2nc3cc(C)c(NC(=S)NC(=O)c4ccccc4C)cc3n2)cc1	4	-0.5	-0.7	9	0.5
42	CCc1nccn1S(=O)(=O)c1cc(OC)ccc1OC	4	-3.0	-2.6	-7	-2.0
43	CN(CC1CCOCC1)C(=O)CC1C(=O)NCCN1C/C=C/c1ccccc1 (configuration not stated)	-4	2.7	1.1	10	x
44	CC(=O)N1N=C(N)SC1c1ccc(Cl)c(Cl)c1 (configuration not stated)	0	-0.7	0.0	9	4.1
45	CN1C=CC2=C(C#N)C(N)C(C#N)(C#N)C(c3ccccc3)C2C1 (configuration not stated)	-13	-3.8	-0.4	2	-3.2
46	Cc1cc(C)nc(SCc2ccc(C(=O)NN=C3C4CC5CC(C4)CC3C5)cc2)n1	-4	-1.3	-0.6	-1	x
47	Cn1cccc1CC(=O)NNC(=O)Nc1ccc(Cl)cc1	-6	-4.9	-0.8	3	x
48	COc1cc2c(cc1OC)C(COc1ccc(F)cc1)NCC2 (configuration not stated)	-9	-0.6	-0.5	7	-0.6

nr	BoNT-F LC inh	CCHFV vOTU inh	UGM FP inh	FBA Mtb inh
37	-5	-7	-5.0	-2
38	u	-12	0.1	1
39	4	6	-4.8	6
40	-6	7	x	-1
41	-5	-3	-3.5	6
42	24	4	-1.3	1
43	-2	8	1.6	-2
44	3	5	x	1
45	0	-23	-1.4	24
46	0	3	0.8	1
47	-3	-10	-0.9	0
48	0	8	1.8	5

# The results go on:
nr	Structure	PrPC surface inh	FadD28 binding	BoNT-A LC inh2	GDH-TPI counter	BioA inh
49	COc1ccc(CN2CCN(C(=O)c3ccco3)CC2)cc1OC	8	-0.3	0.5	2	x
50	CC(=O)Nc1ccc(NC(=O)c2sc(-c3ccccc3)nc2C)cc1	-3	1.9	-2.9	5	-0.3
51	CCCn1c2ccccc2c2nnc(SCC(=O)Nc3c(C)n(C)n(-c4ccccc4)c3=O)nc21	-17	-1.3	-1.3	21	x
52	COc1ccc(OC)c(C(C(=O)NCc2ccco2)N(C(=O)Cn2nnc3ccccc32)C2CC2)c1 (configuration not stated)	-9	-1.5	-0.2	-1	x
53	O=C(/C=C/c1ccco1)Nc1nc(-c2ccccc2)cs1	-7	-3.9	-0.3	3	-0.7
54	CN(C)P(=NC(=O)COc1ccc(Cl)cc1Cl)(N(C)C)N(C)C	x	-0.5	-1.0	-8	x
55	Cc1ccc(CN2CCN(CC3CC4C=CC3C4)CC2)cc1 (configuration not stated)	6	-5.0	0.1	-11	-1.6
56	O=c1[nH]c(=O)c2[nH]c(=O)n(-c3ccccc3)c2[nH]1	10	-2.2	-0.3	5	x
57	Cc1ccc(S(=O)(=O)C2(C(=O)Nc3ccc4c(c3)OCO4)CC2)cc1	-5	-2.6	0.2	-2	2.1
58	CC1(C(=O)NS(=O)(=O)c2ccc(Cl)cc2)CCN1C(=O)CCc1ccc(Cl)cc1Cl (configuration not stated)	3	2.1	-0.3	3	2.0

nr	BoNT-F LC inh	CCHFV vOTU inh	UGM FP inh	FBA Mtb inh
49	2	-4	0.6	4
50	43*	12	0.9	-1
51	-27	21	1.3	0
52	-9	-2	1.0	1
53	-2	-17	1.9	-1
54	-6	x	4.8	3
55	-1	5	-1.3	1
56	1	8	x	1
57	-5	8	0.5	-3
58	-4	-1	x	0

# Source: PubChem
